# PREPL inh: PREPL enzyme inhibitors, primary screen, biochemical, fluorescence polarization | Prolyl endopeptidase-like (Homo sapiens), Q4J6C6 | recombinant PREPL, fluorescence polarization activity-based probe | inhibition, % at 5.96 µM | actives 0.68% (n = 320,000) | AID 2751, 2010; in the data active means inhibition above about 43%;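 further: 0% = enzyme with DMSO and 100% = wells lacking enzyme; many of its hits are not listed in these tables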
# PAD4 FP inh: human PAD4 inhibitors, primary screen, biochemical, fluorescence polarization, 1536-well format | recombinant PAD4, RCA probe fluorescence polarization | inhibition, % at 6.36 µM | actives 0.41% (n = 330,000) | AID 485272, 2010;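 active means percent inhibition above a cutoff equal to the mean of all tested compounds plus 3 SD, cut at about 15% in these data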;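 further: 0% = PAD4 with RCA probe and DMSO and 100% = probe without PAD4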
# Target sequence (Q9UM07 whole entry, looked up): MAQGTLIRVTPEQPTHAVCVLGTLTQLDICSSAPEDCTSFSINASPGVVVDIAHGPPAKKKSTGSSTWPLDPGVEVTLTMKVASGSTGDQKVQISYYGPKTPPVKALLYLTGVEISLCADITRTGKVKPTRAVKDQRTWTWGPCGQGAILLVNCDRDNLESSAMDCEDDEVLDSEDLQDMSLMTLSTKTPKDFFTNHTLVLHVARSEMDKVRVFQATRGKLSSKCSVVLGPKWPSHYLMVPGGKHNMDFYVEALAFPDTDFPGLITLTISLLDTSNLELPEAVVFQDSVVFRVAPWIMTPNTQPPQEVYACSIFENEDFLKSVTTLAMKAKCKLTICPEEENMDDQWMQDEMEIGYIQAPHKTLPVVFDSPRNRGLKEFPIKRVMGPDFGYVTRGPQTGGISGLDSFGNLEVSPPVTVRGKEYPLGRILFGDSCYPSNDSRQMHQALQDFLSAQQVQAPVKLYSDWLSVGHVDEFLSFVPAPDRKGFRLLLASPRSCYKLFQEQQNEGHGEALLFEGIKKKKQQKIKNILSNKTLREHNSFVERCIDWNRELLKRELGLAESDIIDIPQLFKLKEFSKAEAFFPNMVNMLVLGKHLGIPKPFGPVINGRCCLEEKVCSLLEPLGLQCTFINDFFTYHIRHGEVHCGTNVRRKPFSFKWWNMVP
# PAFAH1B3 inh: PAFAH1B3 enzyme inhibitors, primary screen, biochemical, fluorescence polarization, human | inhibition, % at 3.39 µM | actives 0.28% (n = 340,000) | recombinant PAFAH1B3, FP-rhodamine probe | Platelet-activating factor acetylhydrolase IB subunit alpha1 (Homo sapiens), Q15102 | AID 492972, 2010;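 active means inhibition above the screen-wide average of all tested compounds plus 3 SD, cut at about 25% in these data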;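 further: 0% = enzyme with DMSO only and 100% = wells lacking PAFAH1B3 protein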
# LYPLA1 counter: LYPLA1 inhibitors, primary screen, counter-screen for PME1 inhibitor project, biochemical, fluorescence polarization, FP-Rh probe ABPP; Acyl-protein thioesterase 1 (Homo sapiens), O75608; recombinant LYPLA1; inhibition, % at 5.9 µM; actives 0.16% (n = 320,000);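 active means inhibition above the mean of all tested compounds plus 3 SD, set per campaign, cut at about 14% in these data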;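 further: inhibitors block serine hydrolase probe labeling of LYPLA1 so polarization falls; 0% = enzyme with DMSO and 100% = wells lacking LYPLA1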
# GSTO1 inh: inhibitors of recombinant GSTO1, primary screen, counter-screen for RBBP9 inhibitor project, biochemical, fluorescence polarization; Glutathione S-transferase omega-1 (Homo sapiens), P78417; activity-based probe fluorescence polarization; inhibition, % at 5.96 µM; actives 1.1% (n = 300,000); AID 1974, 2009;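 active means inhibition above the campaign mean inhibition plus 3 SD, cut at about 35% in these data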;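 further: 0% = GSTO1-1 with DMSO and 100% = wells lacking GSTO1-1 enzyme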
# PAFAH1B2 FP inh: PAFAH1B2 enzyme inhibitors, primary screen, biochemical, fluorescence polarization, human; inhibition, % at 3.39 µM; Platelet-activating factor acetylhydrolase IB subunit alpha2 (Homo sapiens), P68402; actives 1.2% (n = 340,000); recombinant PAFAH1B2, FP-rhodamine activity probe;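 active means inhibition above the mean of all tested compounds plus 3 SD, cut at about 24% in these data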;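 further: 0% = enzyme with DMSO and 100% = wells lacking PAFAH1B2; many of its hits are not listed in these tables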
# Target sequence (P68402 whole entry, looked up): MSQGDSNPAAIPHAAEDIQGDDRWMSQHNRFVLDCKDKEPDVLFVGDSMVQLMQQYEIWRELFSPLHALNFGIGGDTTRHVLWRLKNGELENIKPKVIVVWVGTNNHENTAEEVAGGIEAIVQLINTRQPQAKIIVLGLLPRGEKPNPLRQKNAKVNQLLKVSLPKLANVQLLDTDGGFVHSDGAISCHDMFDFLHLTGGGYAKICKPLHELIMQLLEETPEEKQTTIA
# LYPLA2 inh: LYPLA2 inhibitors, primary screen, counter-screen for PME1 inhibitor project, biochemical, fluorescence polarization, FP-Rh probe ABPP; inhibition, % at 5.9 µM; actives 0.38% (n = 320,000); Acyl-protein thioesterase 2 (Homo sapiens), O95372; recombinant LYPLA2;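 active means inhibition above the screen-wide mean plus 3 SD, limit set per campaign, cut at about 26% in these data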;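 further: 0% = LYPLA2 with DMSO and 100% = wells lacking LYPLA2 enzyme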
# pPAFAH FP inh: pPAFAH enzyme inhibitors, primary screen, biochemical, fluorescence polarization, human; Platelet-activating factor acetylhydrolase (Homo sapiens), Q13093; recombinant pPAFAH, FP-rhodamine probe fluorescence polarization; inhibition, % at 3.39 µM; actives 1.5% (n = 330,000); AID 463082, 2010;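 active means inhibition above the mean inhibition across the screen plus 3 SD, cut at about 25% in these data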;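 further: inhibitors block binding of the rhodamine activity-based probe so polarization drops; 0% = enzyme with DMSO and 100% = wells lacking pPAFAH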
# PME-1 primary: PME-1 inhibitors via competitive probe labeling, primary screen, biochemical, fluorescence polarization, FP-Rh probe, HTS; Protein phosphatase methylesterase 1 (Homo sapiens), Q9Y570; recombinant PME-1; inhibition, % at 5.9 µM; actives 0.53% (n = 320,000); AID 2130, 2009;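 active means inhibition above the campaign mean of all compounds plus 3 SD, cut at about 26% in these data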;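 further: competitive labeling of PME-1 active site by serine hydrolase directed probe; 0% = PME-1 with DMSO and 100% = wells lacking PME-1 enzyme; inhibitors block probe labeling so polarization falls and inhibition rises; many of its hits are not listed in these tables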
# Active calls of the source: *; nt = no result given; & = joins results of further samples. This is a subset; count on the stated rates, not on these rows.
SMILES,PREPL inh,PAD4 FP inh,PAFAH1B3 inh,LYPLA1 counter,GSTO1 inh,PAFAH1B2 FP inh,LYPLA2 inh,pPAFAH FP inh,PME-1 primary
Nc1nnc(SCC(=O)NC23CC4CC(CC(C4)C2)C3)s1,-3.6,-2.7,10.9,1.2,18.5,18.1,0.1,-6.7,-6.3
O=C(NCCOCc1ccc(Cl)cc1)c1ncn[nH]1,14.9,-3.9,3.1,-2.7,-2.4,4.1,-3.3,-2.4,-3.1
CC1CCC(NC(=O)COc2ccccc2C(N)=O)CC1 (centres undefined),15.7,1.9,4.4,-0.5,-1.1,3.4,4.4,2.3,-4.5
Cc1ccc(/C=N/NC(=O)c2ccc(-n3cnnn3)cc2)cc1,0.7,0.6,2.6,-4.0,nt,7.5,0.7,1.2,0.9
CCCNC(=O)c1cccc(Cn2cc(Br)c([N+](=O)[O-])n2)c1,13.1,1.2,0.1,-1.8,6.2,2.6,7.5,2.6,1.1
CN1CCN(c2nc(-c3cccc([N+](=O)[O-])c3)nc3ccccc23)CC1,-15.8,-4.5,7.6,1.7,-11.4,0.0,7.5,8.2,13.3
Cc1cc(C)n(S(=O)(=O)c2ccc(F)cc2)n1,4.6,-4.9,-12.7,3.8,4.5,2.0,7.6,-1.9,1.1
O=C(O)C1C2CCC(C2)C1C(=O)NCCc1cccc(Cl)c1 (centres undefined),-5.5,-1.6,9.4,-2.5,1.3,4.0,0.6,2.4,-2.4
Cc1c(C(=O)O)cnc2cc(-c3ccc(Cl)cc3)nn12,4.5,-1.3,6.0,1.4,5.9,4.8,7.7,1.0,-10.2
CS(=O)(=O)Nc1ccccc1C(=O)NCc1ccco1,-5.0,-3.4,2.8,0.4,5.0,3.3,0.6,1.4,0.5
O=C(Nc1nnc(CCc2ccccc2)s1)c1cccc(F)c1,-1.1,-1.4,12.3,0.3,-16.6,24.6*,-6.2,-2.7,-1.2
COc1cc(CCCN2C(=S)NC[C@@H]2Cc2ccccc2)cc(OC)c1OC,-24.6,7.8,-0.3,-0.9,-0.2,1.7,2.0,6.4,4.3
CCOc1ccc(C(=O)NC(=S)Nc2ccc(NC(=O)c3ccco3)c(C)c2)cc1[N+](=O)[O-],-3.0,-2.7,-1.7,-3.9,-1.4,-0.7,11.1,2.0,-3.0
CCOc1ccc(-c2cccc(NC(=O)c3ccc(Br)o3)c2)nn1,15.3,-2.7,2.7,1.4,-6.7,0.8,3.5,-1.0,-2.5
NC(=O)c1c(-c2ccc(Cl)cc2Cl)csc1NC(=O)Cc1ccccc1,-4.0,-8.9,10.6,2.8,-0.6,2.7,5.4,-2.0,-5.2
COc1ccc(-n2ncc3c(NCc4ccco4)ncnc32)cc1,12.9,-2.1,4.7,3.3,4.8,4.8,3.1,6.6,-0.9
COc1ccc(NC(=S)N2CCC(NC(=O)c3ccc(F)cc3)CC2)cc1,-3.3,-5.0,-0.8,0.7,4.3,-0.2,2.4,0.5,0.8
COc1ccc(CCNC(=O)c2sc3ccccc3c2Cl)cc1OC,-4.0,-5.1,-3.7,-0.7,4.1,3.5,2.0,-0.7,12.7
O=C(NC(=S)N1CCCCCC1)C1CC1,1.3,1.5,2.2,-0.6,-0.4,0.9,-4.0,3.6,3.0
Cc1ccc(Cl)cc1N1CCN(C(=O)c2cc3c(=O)[nH]c4ccccc4c3n2C)CC1,-17.1,-0.9,-2.6,-1.3,0.5,5.2,-5.4,-1.6,-2.9
Cc1ccc(Cl)cc1NC(=O)c1cc2ccccc2cc1O,32.5,-2.8,4.0,-12.1,-16.9,1.9,-5.7,35.2*,-6.1
O=C(CNC(=O)C1CCCCC1)OCn1nnc2ccccc2c1=O,12.0,3.4,-0.6,-1.4,1.0,3.5,-10.3,-11.2,-11.8
COCCCn1c(SCC(=O)NC2CCCC2)nnc1-c1ccccc1,-8.8,-0.7,3.7,-0.4,1.3,1.2,-4.7,0.2,-5.6
CC1CCCC(C)N1C(=O)COc1ccc(-c2nnco2)cc1 (centres undefined),0.5,-0.5,4.3,-0.9,3.4,2.7,1.6,4.1,-3.2
N#Cc1cc([N+](=O)[O-])ccc1N1CCCC1,9.8,1.8,8.3,0.8,-2.4,1.7,1.4,-0.5,3.2
# (continued)
SMILES,PREPL inh,PAD4 FP inh,PAFAH1B3 inh,LYPLA1 counter,GSTO1 inh,PAFAH1B2 FP inh,LYPLA2 inh,pPAFAH FP inh,PME-1 primary
CCOC(=O)NC(=O)CN1C(=O)NC(C)(c2ccccc2)C1=O (centres undefined),0.0,9.4,4.8,4.7,1.0,3.2,5.2,0.4,0.6
COc1ccc(Cl)cc1NC(=O)C1CC(=O)N(c2ccc(F)cc2)C1 (centres undefined),6.6,1.2,2.5,0.1,1.7,0.6,2.4,3.2,2.0
COC(=O)c1ccc(-c2c(-c3ccccc3)ncc3cc(F)ccc23)cc1,10.3,-6.6,20.5,-1.1,nt,-0.4,-7.2,-0.7,2.8
O=C1c2ccccc2C(Nc2ccc(S(=O)(=O)N3CCCCC3)cc2)N1Cc1ccco1 (centres undefined),1.5,-5.0,-1.7,-1.5,-3.0,14.2,-1.2,6.3,5.2
Cc1ccc(NS(=O)(=O)c2ccc3[nH]c(=O)oc3c2)c(C)c1,2.0,-9.9,-2.2,0.1,16.4,6.7,-2.5,74.6*,-3.5
O=C1c2ccccc2NC2(CCCCC2)N1c1ccc(O)cc1,-1.4,2.9,3.9,-0.6,3.7,1.0,-1.8,7.6,0.9
Cc1ccc(OCc2cc(C(=O)N(C)CCc3ccccn3)no2)cc1C,1.2,-0.1,1.7,2.0,-8.8,5.3,5.9,4.8,-3.8
COc1cccc(NC(=O)N2CCCC(C(=O)NC3CCCCC3C)C2)c1 (centres undefined),0.6,0.0,2.4,1.2,1.3,2.9,-2.4,2.4,0.3
O=C1C2C(c3cccc(/C=C/c4ccccc4)c3)CC=CC2C(c2ccc(C(F)(F)F)cc2)N1Cc1ccccc1 (centres undefined),-0.3,1.6,4.9,-1.8,-2.3,6.5,4.3,2.8,-2.6
O=C(/C=C/c1ccco1)N/C(=C\c1ccco1)C(=O)NCCc1nc2ccccc2[nH]1,-2.0,-4.8,6.4,-8.0,1.7,-1.4,-6.2,5.8,-0.6
CC1CCc2c(sc(NC(=O)C3c4ccccc4Oc4ccccc43)c2C(N)=O)C1 (centres undefined),-0.1,0.5,-1.5,1.3,7.7,-1.5,2.4,6.9,0.6
CCOC(=O)C1CCN(C(=O)C2CCCCC2)CC1,1.8,-0.5,-1.0,-1.1,0.3,5.7,-0.3,4.1,-1.2
OCCC1CN(Cc2cc(F)ccc2-n2cccn2)CCN1Cc1ccc(F)cc1 (centres undefined),-8.9,0.3,-4.2,1.4,13.1,4.2,6.2,0.1,0.2
CCc1ccccc1NC(=O)C1CCN(S(C)(=O)=O)CC1,4.3,5.0,nt,-1.6,-2.3,nt,0.7,2.3,-5.7
CCCCOc1ccc(C(=O)NCC(=O)OC2CCOC2=O)cc1 (centres undefined),1.8,-2.5,2.6,2.2,2.4,5.5,2.3,2.4,4.5
COc1cccc(C(=O)Nc2ccc(NC(=O)c3ccco3)c(Cl)c2)c1,5.9,-1.6,-6.8,-2.4,-4.1,-1.3,-5.1,-5.6,-16.1
O=C(NC1CCCC1)c1ccc(CS(=O)Cc2ccccc2Cl)o1 (centres undefined),7.7,2.4,-1.2,4.5,4.9,6.4,7.2,8.6,0.0
COCCSc1ccccc1C(=O)Nc1nnc(C)s1,2.4,2.1,2.6,1.6,10.4,0.4,0.2,2.0,1.9
Cc1ccc(-n2c(O)cnc2Nc2nc(C)cc(C)n2)cc1,0.6,2.9,3.2,-0.9,7.7,-1.1,-3.5,-3.2,-4.8
C/C(N)=C(/C#N)C(=O)CSc1nnc(SCc2ccc(Cl)cc2)s1,1.9,-2.1,6.1&-1.9,-0.3,1.2,7.9&9.8,3.0,8.3,9.5
Cc1cc(=O)[nH]c(SCC(=O)NC2CCCCCCC2)n1,10.3,-7.7,8.1,nt,nt,11.1,nt,7.0,nt
CC(C)CNC(=S)N(CCN(C)C)Cc1cc2cc3c(cc2[nH]c1=O)OCCO3,-5.2,-2.4,4.8,1.2,8.3,4.7,3.5,-12.9,-3.9
O=C(c1ccc(=O)[nH]n1)N1CCN(S(=O)(=O)c2ccc(C(F)(F)F)cc2)CC1,2.8,1.1,-0.8,3.0,nt,2.7,4.2,5.7,8.5
COC(=O)/C(C#N)=C/c1c(N2CCCCCC2)nc2ccccn2c1=O,-4.6,-2.6,-7.1,-4.7,-5.0,-1.1,-3.0,1.0,-3.4
COc1cc(C(=O)NCc2cccnc2)ccc1OCC(=O)Nc1cccc(C(F)(F)F)c1,-103.3,-10.9,7.5,-6.7,-5.8,2.4,-2.6,-3.8,-10.1
# Going on with the list:
SMILES,PREPL inh,PAD4 FP inh,PAFAH1B3 inh,LYPLA1 counter,GSTO1 inh,PAFAH1B2 FP inh,LYPLA2 inh,pPAFAH FP inh,PME-1 primary
Cc1ccc(N2C(=O)C3C(c4ccccc4)N4CCCN4C3(C)C2=O)cc1 (centres undefined),-1.7,-0.4,7.8,-1.7,4.8,-1.6,-2.5,3.4,0.8
O=C(CSc1ccccn1)Nc1nc2c(ccc3ccccc32)s1,2.1,-4.8,-5.8,-24.7,-2.5,-2.7,-42.5,-5.9,-36.5
CCN1C(=O)c2ccccc2S(=O)c2ccc(C(=O)N3CCN(C(=O)c4ccco4)CC3)cc21 (centres undefined),11.8,4.7,-6.8,-0.1,10.6,-1.5,3.1,-1.7,-4.1
Cn1c(=O)c2nc(Cl)c(-c3ccccc3)nc2n(C)c1=O,0.6,-1.9,2.4,3.2,-3.0,-1.2,-1.6,-3.0,4.1
O=C(c1ccco1)N1CCN(S(=O)(=O)N2CCOCC2)CC1,4.7,1.2,0.1,0.6,1.0,4.9,4.5,-4.3,-2.2
COc1ccc(NC(=O)CSc2cccc3cccnc23)c(OC)c1,-5.6,-0.9,-5.0,1.2,-3.4,3.4,1.8,5.9,4.2
COc1ccc(CCCc2nnc(SCc3nc4ccccc4c(=O)[nH]3)n2C)cc1C,2.1,0.0,4.3,0.8,1.6,3.0,-5.8,1.6,0.6
Cc1c(C(=O)NC(=S)NCc2cccnc2)cccc1[N+](=O)[O-],7.4,-4.5,10.4,-1.2,-3.1,-1.5,-1.5,-5.2,-1.6
S=c1[nH]ncn1/N=C/c1cccs1,-5.1,-0.5,7.9,2.0,6.9,-0.8,5.3,1.1,-2.5
O=C(c1ccc(-c2ccccc2)cc1)N1CCN(c2ccccc2)CC1,-0.2,-1.3,5.9,-0.3,2.3,2.3,21.9,7.9,-1.3
COc1ccc(C(=O)Nc2nnc(S(=O)(=O)N(C)Cc3ccc(F)cc3)s2)cc1OC,-4.7,-1.7,2.4,-2.6,-55.6,0.0,-7.8,0.0,-6.0

# Compound activity as filed in PubChem.
